Screening data as filed in PubChem BioAssay.
GC-A act – GC-A stimulated cGMP production enhancers – HEK293 GC-A cells, cGMP TR-FRET, EC30 ANP, primary screen | 0% at EC30 ANP, 100% saturating ANP | AID 1671463, 2021 | actives 0.14% (n = 370,000) | Atrial natriuretic peptide receptor 1 (Homo sapiens), P16066 | activation, % at 10 µM; in the data active = activation above about 40%
Target sequence (P16066 whole entry, looked up): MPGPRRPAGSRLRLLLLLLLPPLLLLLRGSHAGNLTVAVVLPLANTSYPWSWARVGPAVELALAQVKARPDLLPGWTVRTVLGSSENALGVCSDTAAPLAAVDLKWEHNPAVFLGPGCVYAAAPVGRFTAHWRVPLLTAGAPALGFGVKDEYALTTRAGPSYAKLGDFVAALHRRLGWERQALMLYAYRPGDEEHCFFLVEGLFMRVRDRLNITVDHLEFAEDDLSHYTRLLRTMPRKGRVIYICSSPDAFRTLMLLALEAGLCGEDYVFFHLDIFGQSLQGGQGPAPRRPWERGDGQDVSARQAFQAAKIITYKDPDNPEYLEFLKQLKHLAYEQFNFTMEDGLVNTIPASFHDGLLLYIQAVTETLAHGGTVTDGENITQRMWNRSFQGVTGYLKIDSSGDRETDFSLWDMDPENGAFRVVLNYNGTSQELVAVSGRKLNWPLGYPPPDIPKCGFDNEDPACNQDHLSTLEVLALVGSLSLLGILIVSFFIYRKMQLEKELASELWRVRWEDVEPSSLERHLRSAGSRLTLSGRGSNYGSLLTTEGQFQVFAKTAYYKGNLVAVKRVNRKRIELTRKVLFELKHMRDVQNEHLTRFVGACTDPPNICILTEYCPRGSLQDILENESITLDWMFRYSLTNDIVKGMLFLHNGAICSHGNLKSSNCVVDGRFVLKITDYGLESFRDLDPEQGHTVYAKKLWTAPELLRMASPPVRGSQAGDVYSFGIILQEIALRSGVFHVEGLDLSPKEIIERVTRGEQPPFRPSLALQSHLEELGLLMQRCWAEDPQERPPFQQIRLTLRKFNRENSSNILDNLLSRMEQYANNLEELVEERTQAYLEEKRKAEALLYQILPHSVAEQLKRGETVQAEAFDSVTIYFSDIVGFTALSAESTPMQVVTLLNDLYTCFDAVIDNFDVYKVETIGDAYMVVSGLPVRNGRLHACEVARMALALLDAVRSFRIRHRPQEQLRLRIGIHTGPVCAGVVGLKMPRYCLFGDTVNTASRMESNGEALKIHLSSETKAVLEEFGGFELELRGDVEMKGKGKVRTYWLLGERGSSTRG
FXN GAA850 act – FXN promoter activators, primary screen, cell-based, luciferase luminescence, HEK293 lucGAA850; HEK293 lucGAA850 FXN promoter luciferase reporter, 24 h; percent of 10 µM SAHA response; activation, % at 6 µM; actives 0.56% (n = 360,000); AID 540364, 2011;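 active = activation above the average of all compounds screened plus 3 SD, cutoff fixed separately per campaign, cut at about 7.5% in these data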;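 note: 0% = DMSO wells and 100% = 10 µM SAHA wells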
DAX1 inh-1 – DAX1 (NR0B1) inhibitors on StAR promoter, primary screen, cell-based, luminescence, SF-1 (NR5A1), full-length DAX-1; HEK293T StAR-luciferase reporter, SF-1/DAX-1 repression relief; inhibition, % at 6.8 µM; actives 1.1% (n = 370,000); AID 652010, 2013;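 active = inhibition above the mean over all tested compounds plus 3 SD, cut at about 3.6% in these data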;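 note: 0% = DAX-1 cells with DMSO and 100% = cells lacking DAX-1 with DMSO; higher inhibition means more luminescence from relief of DAX-1 repression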
hgDAF12 agonist – H. glycines DAF-12 receptor agonists, primary screen, cell-based, luminescence, HEK293, GAL4 fusion, UAS-luciferase; Nuclear hormone receptor DAF-12 (Heterodera glycines), GAL4 fusion; HEK293 GAL4-hgDAF12 UAS-luciferase reporter, agonist luminescence; normalized to butyrate control; activation, % at 6.8 µM; actives 1.8% (n = 370,000); AID 687014, 2013;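 active = activation above a cutoff set at the mean of all screened compounds plus 3 SD, cut at about 10% in these data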;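 note: 0% = DMSO wells and 100% = sodium butyrate wells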
PG9 binder – binders of HIV-1 gp120 antibody PG9, primary screen, biochemical, TR-FRET. actives 0.43% (n = 360,000). inhibition, % at 6.7 µM. HIV-1 gp120 / PG9 antibody interaction. AID 624416, 2012. TR-FRET gp120-PG9 antibody binding; in the data active = inhibition above about 8.5%
SMARCA2 act – SMARCA2 (BRM) function activators, primary screen, cell-based, luminescence, high throughput | MG213 cells, MMTV-luciferase reporter, dexamethasone, overnight | activation, % at 9.1 µM | actives 1% (n = 370,000) | AID 652017, 2013; in the data active = activation above about 7.8%;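 note: 0% = vehicle wells and 100% = reference activator wells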
ADAM17 inh – ADAM17 inhibitors, primary screen, biochemical, QFRET. Disintegrin and metalloproteinase domain-containing protein 17 (Homo sapiens), P78536. actives 0.83% (n = 370,000). inhibition, % at 6.95 µM. recombinant ADAM17, EDANS/DABCYL FRET peptide cleavage;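 active = inhibition above the mean of compounds lying between control limits plus 3 SD, set per campaign, cut at about 8.5% in these data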;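 note: 0% = DMSO-only wells as the low control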
hcDAF-12 act – H. contortus DAF-12 nuclear receptor activators, primary screen, cell-based, luminescence, HEK293, lit1-tk-luc reporter. actives 1.4% (n = 370,000). activation, % at 6.8 µM. HEK293 hcDAF-12 lit1-tk-luc reporter; 0% DMSO, 100% Δ7-dafachronic acid;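 active = activation above the mean of all tested compounds plus 3 SD, cut at about 5.5% in these data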;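 note: 100% = response to 3 µM Δ7-dafachronic acid high control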
DAX1 inh-2 – DAX1 (NR0B1) inhibitors, primary screen, cell-based, HEK293, Gal4-DAX1, luciferase luminescence. Nuclear receptor subfamily 0 group B member 1 (Homo sapiens), P51843. HEK293 Gal4-DAX1 luciferase reporter. inhibition, % at 6.75 µM. actives 0.99% (n = 340,000). AID 504766, 2011;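 active = inhibition above the mean over all tested compounds plus 3 SD, cut at about 4.2% in these data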;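 note: 0% = DAX1-transfected cells with DMSO and 100% = empty-vector control cells with DMSO; inhibition shows as a rise in luminescence from relieved DAX1 repression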
ADAM10 inh – human ADAM10 inhibitors, primary screen, biochemical, QFRET, HTS; actives 0.62% (n = 370,000); recombinant ADAM10, EDANS/DABCYL FRET peptide cleavage, 3 h; inhibition, % at 7 µM;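 active = inhibition above a per-campaign cutoff equal to the mean of compounds falling between control-based bounds plus 3 SD, cut at about 20% in these data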;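 note: 0% = DMSO wells while the 100% control is not disclosed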
ssDAF-12 act – S. stercoralis DAF-12 nuclear receptor activators, primary screen, cell-based, luminescence, HEK293, GRIP1 co-expression, lit1-tk-luc; HEK293 ssDAF-12/GRIP1 lit1-tk-luc reporter; % of 3 µM dafachronic acid response; activation, % at 6.8 µM; actives 1% (n = 370,000);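 active = activation above the mean over all tested compounds plus 3 SD, cut at about 0.9% in these data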;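 note: 0% = DMSO-only wells and 100% = 3 µM delta7-dafachronic acid wells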
Numbers without * were called inactive; i = inactive; x = not tested or not shown.

SMILES | GC-A act | FXN GAA850 act | DAX1 inh-1 | hgDAF12 agonist | PG9 binder | SMARCA2 act | ADAM17 inh | hcDAF-12 act | DAX1 inh-2 | ADAM10 inh | ssDAF-12 act
CCOC(=O)c1ccc(S(=O)(=O)NC2CC2)cc1 | -2 | 0.2 | -0.2 | -0.5 | -0.6 | -2 | -2 | -2.2 | -0.7 | -10 | -0.9
CCCCCCCN1C2=NCCN2c2ccccc21 | -11 | -1.9 | -0.1 | -4.5 | -1.0 | -6 | 2 | -2.5 | -0.2 | 6 | -1.3
CN(C)S(=O)(=O)c1cccc(C(=O)NC2CCSc3ccccc32)c1 (stereo not given) | 1 | 1.9 | -0.9 | 4.0 | 0.2 | -1 | -1 | 0.5 | 0.8 | 5 | -1.4
Cc1cc(C)cc(N(CC(=O)NC2CCC(C)CC2)S(=O)(=O)c2ccc(C)c(C)c2)c1 (stereo not given) | -1 | x | 2.5 | 5.1 | x | 1 | -3 | -0.8 | x | -4 | -0.5
CCCc1nc2c3ccccc3ccn2c1Cc1ccccc1OC | -1 | x | -0.4 | 5.7 | -0.2 | 0 | -10 | 3.2 | x | -34 | 0.3
COc1ccc(-c2[nH]ncc2CN(C)CCCN2CCOCC2)cc1F | 0 | -1.0 | -0.2 | -0.4 | -1.2 | 3 | -4 | -1.1 | 5.9* | -4 | -0.6
CCc1cc(Br)ccc1NC(=O)C1CCCO1 (stereo not given) | -3 | -2.7 | 0.1 | -0.1 | 1.0 | -5 | -6 | -1.6 | 1.4 | -8 | -0.7
O=C(Nc1ccc(Cl)c(Cl)c1)Nc1cc(S(=O)(=O)N2CCOCC2)ccc1N1CCCC1 | 2 | 1.4 | -0.2 | 2.6 | 0.0 | -4 | 8 | -0.6 | -1.0 | 18 | -1.4
Cc1ccc(NCCCCO)cc1C | -3 | -0.2 | -0.6 | 1.9 | -7.6 | -4 | -9 | -1.1 | -0.3 | -14 | -1.2
COc1ccc(C2CCCN2C(=S)Nc2c(C)cccc2C)cc1OC (stereo not given) | -1 | 0.4 | -0.3 | -2.0 | -1.9 | -2 | -8 | -0.3 | 0.4 | 8 | -1.0
Cc1ccc(C)c(C(C)NC(=O)C2CC=CCC2C(=O)O)c1 (stereo not given) | -4 | -0.1 | 0.2 | 0.3 | 0.0 | -2 | -5 | -2.6 | -0.2 | -7 | -0.9
CC1CCCCN1C(=O)CCS(=O)(=O)c1cccc2nonc12 (stereo not given) | -1 | 4.0 | -0.1 | -1.1 | 0.1 | -2 | -6 | 1.4 | -0.4 | -8 | -0.6
COc1cc(/C=C/C(=O)Oc2coc(CSc3ncccn3)cc2=O)cc(OC)c1OC | -4 | -0.3 | -0.1 | -0.5 | -0.1 | -3 | -4 | -1.4 | -2.0 | -9 | -1.4
N=C(N)SCc1cn2ccccc2n1 | 1 | 3.2 | 0.6 | 1.0 | -1.1 | 2 | -1 | 1.7 | 0.0 | -6 | -1.1
CSc1nsc(N/N=C/c2ccc3c(c2)OCO3)c1C#N | 5 | 4.5 | 2.0 | 12* | -1.4 | 6 | -5 | 2.8 | 1.8 | -11 | -0.1
CCn1c(=O)c(C(=O)NCCCc2ccccc2)c(O)c2ccccc21 | 3 | 0.6 | 0.1 | -3.5 | 1.8 | -3 | -2 | -1.2 | -0.4 | -7 | -1.1
CCOC(=O)Cc1csc(NC(=S)NC(=O)c2cc(OC)cc(OC)c2)n1 | -4 | 1.7 | 0.2 | -3.8 | 1.7 | -3 | 2 | -0.8 | 1.5 | 6 | -2.5
Cc1cccc(-c2cc(NC=O)c3ncc(-c4cccc(C(=O)N(C)C)c4)n3c2)c1 | 1 | 1.3 | -0.6 | -4.9 | 0.0 | -1 | -25 | -2.9 | x | -69 | -1.5
NC(=O)c1ccccc1NC(=O)CN1CCOCC1 | 1 | -0.3 | -0.2 | 1.0 | -0.4 | -3 | -9 | -1.2 | 4.3* | -2 | -1.2
O=C(CN1C(=O)/C(=C\c2cccc(Cl)c2)Sc2ccccc21)NCCCN1CCOCC1 | 6 | 1.9 | 0.6 | 3.2 | -1.3 | -2 | -1 | 4.9 | -0.8 | 1 | -0.4
Cc1ccc2nc(CN(C)C(=O)[C@@H](Cc3ccccc3)NC(=O)[C@H]3O[C@@H](n4ccc(=O)[nH]c4=O)[C@H](O)[C@@H]3O)[nH]c2c1 | 0 | x | 0.2 | -0.3 | -1.8 | 1 | -4 | 0.2 | x | -12 | -1.3
O=C(Cc1ccc(Cl)c(Cl)c1)Nc1ccccc1N1CCCC1 | -1 | 1.1 | -0.9 | 0.1 | -1.9 | -1 | 3 | 5.3 | 0.0 | 5 | -0.8
O=C(CN1CCN(S(=O)(=O)c2cccc(Br)c2)CC1)N1CCCCC1 | -1 | 0.2 | 0.2 | -1.3 | 1.1 | 3 | -1 | -2.1 | 2.2 | -9 | -0.8
CCOC(=O)c1cc2c(c(CCO)n1)[C@H](CCO)N(S(=O)C(C)(C)C)C2 (stereo not given in full) | -2 | -0.8 | 1.7 | -1.1 | 1.5 | -8 | -6 | -2.3 | 0.8 | -40 | -0.4
COc1cc(OC)cc(C(=O)N2CCN(S(=O)(=O)c3ccc(Cl)s3)CC2)c1 | -11 | 1.0 | 0.5 | -1.9 | 0.7 | -3 | -1 | -0.6 | -0.3 | -14 | -1.0
CC(C)Cn1cc(-c2cncc3nccn23)cn1 | 0 | 1.3 | 0.3 | 4.9 | -0.4 | -3 | -333 | -0.3 | x | i | -0.3
O=C(NC(Cc1ccccc1)c1nc2ccccc2[nH]1)c1cccc([N+](=O)[O-])c1 (stereo not given) | -9 | 0.8 | -0.4 | -2.8 | 1.2 | -1 | 3 | -0.1 | -0.2 | 6 | -1.5
Cc1ccc(N=Nc2c(=O)[nH]n3c(C)cc(C)nc23)cc1 | -9 | 0.0 | 0.4 | -2.6 | -12 | 2 | -1 | -0.8 | 0.2 | 8 | -0.8
COc1cccc(/C=N/NC(=O)C(=O)Nc2ccccc2OC(F)(F)C(F)F)c1O | 1 | -5.6 | 0.1 | -6.7 | -0.9 | -4 | 1 | -1.3 | 0.2 | 6 | -0.3
CC1CCN(C(C)C(=O)Nc2ccccc2-c2ccccc2)CC1 (stereo not given) | -8 | -0.3 | -1.7 | -0.9 | 3.0 | -2 | 0 | 0.7 | -1.2 | -3 | -1.8
Cc1cccc(-c2cccc3c4c([nH]c23)[C@@H]2C[C@H](N(C)C(=O)NC3CCCCC3)[C@H]([C@H](C)O)CN2CC4)c1 | -5 | x | -0.7 | -3.5 | x | -5 | -16 | 0.4 | x | -51 | -0.6
COc1ccc2cc(C(=O)OC(C)C)sc(=O)c2c1OC | 1 | 2.4 | -0.6 | 4.7 | -2.6 | 3 | -11 | 0.7 | 1.0 | -34 | -0.4
COc1ccc(C2(C(=O)N3CCCC3)CCOCC2)cc1OC | 0 | -2.6 | -0.5 | -1.9 | 1.6 | -4 | 3 | -1.2 | 1.0 | -5 | -0.4
O=C(N/C(=C\c1ccc([N+](=O)[O-])cc1)C(=O)N1CCCCC1)c1ccccc1Br | -1 | -2.0 | -0.6 | -2.8 | 2.1 | -3 | -1 | 0.7 | 1.0 | 3 | -0.9
COc1ccc(Cl)cc1-c1nc(SCC(N)=O)n[nH]1 | 1 | 1.2 | 0.9 | 1.8 | 1.2 | 4 | 1 | -1.3 | 1.1 | 13 | -1.0
C=C1CCN([C@@H](Cc2ccccc2)C(=O)NCCC(C)C)S(=O)(=O)c2ccccc21 | -4 | 8.0* | 0.0 | -1.1 | 0.7 | -1 | -4 | -0.1 | 0.7 | 5 | -1.5

3 entries from above, arranged by the number in DAX1 inh-1, smallest number first.
canonical_smiles | DAX1 inh-1
CC1CCN(C(C)C(=O)Nc2ccccc2-c2ccccc2)CC1 (stereo not given) | -1.7
COc1ccc2cc(C(=O)OC(C)C)sc(=O)c2c1OC | -0.6
COc1ccc(C2(C(=O)N3CCCC3)CCOCC2)cc1OC | -0.5

The list continues.
SMILES | GC-A act | FXN GAA850 act | DAX1 inh-1 | hgDAF12 agonist | PG9 binder | SMARCA2 act | ADAM17 inh | hcDAF-12 act | DAX1 inh-2 | ADAM10 inh | ssDAF-12 act
CN(CC(=O)Nc1ccc([N+](=O)[O-])cc1Br)Cc1c(F)cccc1Cl | -2 | 2.9 | 0.0 | -1.1 | -1.3 | -3 | -2 | -0.6 | 0.6 | 12 | -1.1
CCOC(=O)CC(C(=O)OCC)P(=O)(c1ccccc1)c1ccccc1 (stereo not given) | -4 | 3.6 | 0.5 | -2.3 | -2.1 | 0 | -1 | -1.2 | 0.2 | 5 | -0.7
Cc1ccsc1C(=O)OCC(=O)Nc1c(C)n(C)n(-c2ccccc2)c1=O | -3 | 0.0 | 0.7 | -0.7 | 0.3 | 0 | -5 | -3.2 | 0.8 | -7 | -1.6
CC(C)C[C@@H](CNCC(=O)[C@H](Cc1ccccc1)NC(=O)c1[nH]cnc1C(=O)N[C@@H](C)CN)NC(=O)c1nc[nH]c1C(=O)N[C@@H](CC(=O)O)C(=O)O | 1 | -1.4 | 0.8 | -0.6 | 0.0 | -3 | -1 | 0.0 | 0.9 | -8 | -0.9
O=C(c1c(Cl)cccc1Cl)N1CCN(c2cccc3[nH]ccc23)CC1 | 1 | 0.1 | 0.5 | 1.2 | 0.2 | -1 | -2 | -0.4 | -1.3 | 2 | -1.1
CCCCN(C)C1CCN(C(=S)Nc2cccc(OC)c2)CC1 | 1 | 1.5 | 0.3 | -5.0 | -1.5 | 3 | -3 | -1.0 | -0.2 | 4 | -0.8
NC(=O)C1CCN(CC(=O)Nc2ccc3c(c2)OCO3)CC1 | 2 | -1.2 | 0.4 | 3.3 | -1.3 | -2 | 1 | -0.4 | 2.2 | -1 | -0.6
COc1ccc(OC)c(NC2c3ccccc3C(=O)N2Cc2ccc3c(c2)OCO3)c1 (stereo not given) | -8 | 1.4 | -1.1 | -2.6 | 1.4 | -1 | 1 | -0.2 | 0.5 | 2 | -1.6

FXN GAA850 act: hit marks shown above
Compound	GC-A act	FXN GAA850 act	DAX1 inh-1	PG9 binder	SMARCA2 act	ADAM17 inh	hcDAF-12 act	DAX1 inh-2	ADAM10 inh	ssDAF-12 act
C=C1CCN([C@@H](Cc2ccccc2)C(=O)NCCC(C)C)S(=O)(=O)c2ccccc21	-4	8.0*	0.0	0.7	-1	-4	-0.1	0.7	5	-1.5
